High-throughput results from PubChem BioAssay.
Mtb RmlCD inh – blocks M. tuberculosis RmlC and RmlD coupled enzymes; AID 1533; inhibition, % at 3.6 µM; actives 0.03% (n = 160,000); RmlC+RmlD coupled enzyme assay, percent inhibition; primary screen in compound mixtures; P9WH09+P9WH11; in the data active = inhibition mostly above about 34%, no sharp cut-off; note: some results filed as inactive read as strong as hits
Target sequence (P9WH09 whole entry, looked up): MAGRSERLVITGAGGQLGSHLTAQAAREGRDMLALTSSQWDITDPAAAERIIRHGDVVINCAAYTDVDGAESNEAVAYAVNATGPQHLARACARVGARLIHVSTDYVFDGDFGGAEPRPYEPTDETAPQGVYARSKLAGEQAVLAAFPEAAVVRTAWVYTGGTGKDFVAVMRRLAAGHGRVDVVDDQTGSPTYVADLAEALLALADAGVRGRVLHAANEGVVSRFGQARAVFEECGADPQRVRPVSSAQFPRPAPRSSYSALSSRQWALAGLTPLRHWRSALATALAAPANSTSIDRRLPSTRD
Target sequence (P9WH11 whole entry, looked up): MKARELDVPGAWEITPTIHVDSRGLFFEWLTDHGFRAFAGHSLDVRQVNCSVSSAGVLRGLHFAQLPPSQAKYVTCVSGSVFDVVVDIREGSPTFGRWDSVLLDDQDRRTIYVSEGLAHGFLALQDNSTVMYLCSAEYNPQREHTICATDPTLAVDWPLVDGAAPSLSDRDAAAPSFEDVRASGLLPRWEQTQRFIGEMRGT
M. tuberculosis GlmU – inhibition of mycobacterial GlmU enzyme – biochemical, glucosamine-1-phosphate acetyltransferase (AID 1376); M. tuberculosis GlmU acetyltransferase enzyme assay; higher % means a stronger effect; actives 0.25% (n = 220,000); inhibition, %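 (tested at 30 µM in the primary screen)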; hits with a dose series show IC50 in µM; in the data active = inhibition above about 13%;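 note: 0% = complete reaction with vehicle and 100% = reaction without substrate; strong numbers were not always called active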
The depositor's hits bear a star. The list is partial; count on the stated rates, not on these rows.

How did Cc1ccc(CNC(=O)CCc2nnc(Cc3ccc(-c4ccccc4)cc3)o2)o1 do in these assays?
Mtb RmlCD inh: -9; M. tuberculosis GlmU: 8.2%

What do the screens show for `COc1ccc(-c2nc(SCC(=O)Nc3nccs3)c(-c3ccc(Cl)cc3)[nH]2)cc1`?
M. tuberculosis GlmU: -1.4%

How did Cn1c(=O)cc(N2CCOCC2)[nH]c1=O do in these assays?
M. tuberculosis GlmU: -5.1%

Results for COc1ccc(N2C(=O)C3CCCN3C2c2ccccc2Cl)cc1 (configuration not stated) ?
M. tuberculosis GlmU: 5.2%

Results for O=C(N/N=C/c1ccc(N2CCOCC2)c([N+](=O)[O-])c1)c1ccc(F)cc1 ?
M. tuberculosis GlmU: 2.0%

Results for O=C(CSCc1ccc(Cl)cc1)Nc1ccc(-c2nnc(-c3ccccc3)o2)cc1 ?
Mtb RmlCD inh: -12; M. tuberculosis GlmU: 1.4%

Results for CCOC(=O)c1c(N2C(=O)C3CC(C)=C(C)CC3C2=O)sc(C)c1C (configuration not stated) ?
Mtb RmlCD inh: -55; M. tuberculosis GlmU: 3.8%

How did O=C(CC1SC(=NC2CCCCC2)NC1=O)Nc1ccccc1 (configuration not stated) do in these assays?
Mtb RmlCD inh: -7; M. tuberculosis GlmU: 6.0%

What do the screens show for `CCC1CCCCN1C(=O)COC(=O)c1n[nH]c2ccccc12` (configuration not stated)?
M. tuberculosis GlmU: 0.5%

What do the screens show for `Cc1cccc(-n2c(C)cc(/C=C3/C(=N)N4C(c5ccccc5)=CSC4=NC3=O)c2C)c1`?
Mtb RmlCD inh: -9; M. tuberculosis GlmU: 1.8%

How did C#CCOCCOCCOCCNc1nc(N2CCN(C(=O)Cn3cc(CC(C)O)nn3)CC2)nc(N2CCN(C(=O)[C@H](C)n3cc(CCCN=C(N)N)nn3)CC2)n1 (some centres not stated) do in these assays?
M. tuberculosis GlmU: 0.0%

Results for COCc1ccc(C(=O)N2CCCC(CCC(=O)NCc3ccccc3F)C2)o1 (configuration not stated) ?
Mtb RmlCD inh: -4; M. tuberculosis GlmU: -0.8%

Results for Cn1nnc(C(O)CNCc2ccc(Cl)cc2)n1 (configuration not stated) ?
Mtb RmlCD inh: 46; M. tuberculosis GlmU: -1.4%

What do the screens show for `Cc1ccc(C(=O)NNC(=O)CCC(=O)Nc2cccc(Cl)c2C)cc1`?
Mtb RmlCD inh: -5; M. tuberculosis GlmU: 3.8%

What do the screens show for `Clc1ccc(-c2csc(Nc3ccccc3)[n+]2Cc2ccco2)c(Cl)c1`?
Mtb RmlCD inh: 9; M. tuberculosis GlmU: -4.4%

How did O=C(COc1ccc(N2C(=O)c3ccccc3C2=O)cc1)c1ccccc1 do in these assays?
Mtb RmlCD inh: -11; M. tuberculosis GlmU: 0.4%

How did CCc1ccc(NC(=O)c2noc3c2CCC3)cc1 do in these assays?
Mtb RmlCD inh: -6; M. tuberculosis GlmU: 2.7%

What do the screens show for `O=C(Nc1ccc2c(c1)OCO2)c1cccc(S(=O)(=O)N2CCCC2)c1`?
Mtb RmlCD inh: 7; M. tuberculosis GlmU: -0.4%

What do the screens show for `O=c1[nH][nH]cc1C=NCc1cccc(C(F)(F)F)c1`?
Mtb RmlCD inh: 4; M. tuberculosis GlmU: -6.0%

Results for O=C(Nc1ccc(Cl)cc1)N1CCCC(Cn2cccc2)C1 (configuration not stated) ?
Mtb RmlCD inh: -7; M. tuberculosis GlmU: 3.8%

What do the screens show for `COc1cc(NC(=O)CSc2nccc(C)n2)c(C)cc1[N+](=O)[O-]`?
Mtb RmlCD inh: 2; M. tuberculosis GlmU: 1.6%

What do the screens show for `CC(=O)NS(=O)(=O)c1ccc(NC(=O)c2cc3c(=O)n4ccccc4nc3s2)cc1`?
M. tuberculosis GlmU: -4.4%

Results for CC(C)(C)c1[nH]nc2c1C(c1ccc(OC(=O)c3ccco3)cc1)C(C#N)=C(N)O2 (configuration not stated) ?
M. tuberculosis GlmU: 3.2%

What do the screens show for `COc1ccc(OC)c(C(c2nnnn2CCc2ccccc2)N2CCN(c3ccccc3)CC2)c1` (configuration not stated)?
Mtb RmlCD inh: -7; M. tuberculosis GlmU: 0.4%

What do the screens show for `Clc1ccc(COc2cccc(CNCc3ccncc3)c2)cc1`?
M. tuberculosis GlmU: -3.5%

How did O=C(Nc1c(C(=O)O)[nH]c2ccccc12)NC1CCCCC1 do in these assays?
Mtb RmlCD inh: -8; M. tuberculosis GlmU: 2.8%

Results for O=C(Cn1ncc(Cl)c(Cl)c1=O)NCC1CCCCC1 ?
Mtb RmlCD inh: -11; M. tuberculosis GlmU: 4.2%

What do the screens show for `COC(=O)c1cccc(NC(=O)Nc2ccc(Cl)cc2Cl)c1`?
Mtb RmlCD inh: 6

What do the screens show for `C=CCSc1nc(=O)n2ccccc2n1`?
Mtb RmlCD inh: 1; M. tuberculosis GlmU: 0.2%

What do the screens show for `Cc1ccc(-c2nc(NCc3ccco3)n(C(=O)c3ccco3)n2)cc1`?
Mtb RmlCD inh: 7; M. tuberculosis GlmU: 2.1%

How did CC(C)(C)NC(=O)C(=O)NCc1ccccn1 do in these assays?
M. tuberculosis GlmU: 1.2%

How did Cn1cnnc1SCC(=O)c1c(N)n(Cc2ccccc2)c(=O)n(C)c1=O do in these assays?
Mtb RmlCD inh: -13; M. tuberculosis GlmU: 0.8%

What do the screens show for `Cc1cc(C)n(CCNC(=O)c2cc(COc3ccc4ncccc4c3)on2)n1`?
M. tuberculosis GlmU: -1.9%

How did CCCCn1c(N)c(N(CCC(C)C)C(=O)CSc2nnc(Nc3ccccc3)s2)c(=O)[nH]c1=O do in these assays?
Mtb RmlCD inh: 1; M. tuberculosis GlmU: 0.5%

How did Cn1c(C(=O)OCC(=O)NCc2ccco2)cc2sccc21 do in these assays?
Mtb RmlCD inh: 13; M. tuberculosis GlmU: -2.3%

How did Cc1ccccc1OCC(=O)Nc1ccc(N2CCN(C(=O)C(C)C)CC2)c(Cl)c1 do in these assays?
M. tuberculosis GlmU: 1.9%

How did CCCn1c(SCC(=O)Nc2cccc(C)n2)nnc1C(C)C do in these assays?
Mtb RmlCD inh: 3; M. tuberculosis GlmU: 1.9%

What do the screens show for `COc1ccc2c(Cl)c(C(=O)OCC(=O)c3ccc4c(c3)NC(=O)CO4)sc2c1Cl`?
Mtb RmlCD inh: -4; M. tuberculosis GlmU: -4.5%

Results for COc1ccc(S(=O)(=O)N(C)CC(=O)NCc2cccnc2)cc1Cl ?
Mtb RmlCD inh: 5; M. tuberculosis GlmU: 1.7%

Results for Cc1n[nH]c(C)c1CCC(=O)N/N=C/c1c(C)[nH]c2ccccc12 ?
Mtb RmlCD inh: 1; M. tuberculosis GlmU: 0.2%

What do the screens show for `CCn1c(CCNC(=O)c2ccc(C)cc2)n[nH]c1=S`?
Mtb RmlCD inh: 0; M. tuberculosis GlmU: 2.4%

Results for Cn1cccc1/C=N/n1c(-c2ccc(Cl)cc2)n[nH]c1=S ?
Mtb RmlCD inh: 10; M. tuberculosis GlmU: 1.6%

Results for O=C(CC1c2ccccc2Oc2ccccc21)NCc1ccco1 ?
Mtb RmlCD inh: -1; M. tuberculosis GlmU: 6.1%

Results for CCOC(=O)C1=C(C)NC(C)=C(C(=O)OCC)C1C(=O)OCC(=O)N1CCc2ccccc2C1 ?
M. tuberculosis GlmU: 6.1%

Results for O=S(=O)(c1cccc(F)c1)N1CCC(CO)(Cc2cccc(F)c2)CC1 ?
Mtb RmlCD inh: -11; M. tuberculosis GlmU: 2.2%

How did O=C(Oc1c(-c2ccccc2Cl)oc2ccccc2c1=O)c1ccc(Cl)cc1 do in these assays?
Mtb RmlCD inh: -1; M. tuberculosis GlmU: 3.7%

Results for CC(C)CNc1c(N)c(=O)oc2ccccc12 ?
Mtb RmlCD inh: 9; M. tuberculosis GlmU: -3.0%

How did Clc1cccc2sc(N3CCCC3)nc12 do in these assays?
Mtb RmlCD inh: 5; M. tuberculosis GlmU: -2.2%

Results for Fc1ccc(-c2nnsc2Sc2ccccn2)cc1 ?
Mtb RmlCD inh: -8; M. tuberculosis GlmU: -4.7%

How did CN1CCN(C2=NC3(CCCC3)C(C#N)C(=O)N2)CC1 (configuration not stated) do in these assays?
Mtb RmlCD inh: -3; M. tuberculosis GlmU: -1.0%

Results for CC(C)(C)NC(=O)NC(=O)CSc1n[nH]c(-c2ccccc2Br)n1 ?
Mtb RmlCD inh: -9; M. tuberculosis GlmU: -0.8%

Results for Cc1ccc2nc(C)c3c(c2c1)COC3 ?
Mtb RmlCD inh: 6; M. tuberculosis GlmU: -2.4%

Results for O=[N+]([O-])c1ccc(Oc2c(F)c(F)nc(N3CCCC3)c2F)cc1 ?
Mtb RmlCD inh: 6

Results for Cc1cccc(NC(=O)c2ccccc2OCC(=O)N2CCCC2)c1C ?
Mtb RmlCD inh: 10; M. tuberculosis GlmU: -2.9%

What do the screens show for `CCN(CC)c1ccc(CC2C(=O)N(C)C(=O)N(C)C2=O)cc1`?
Mtb RmlCD inh: 3; M. tuberculosis GlmU: 7.2%

Results for C#CCNC(=O)C1=C[C@H](C2CCCCC2)[C@@H](CCCO)[C@H](OCC)O1 ?
M. tuberculosis GlmU: 2.1%

Results for Cc1ccc(/C=C(/NC(=O)c2ccccc2)C(=O)NCCc2c[nH]c3ccccc23)o1 ?
Mtb RmlCD inh: 22; M. tuberculosis GlmU: 0.6%

How did COC(=O)c1ccc(Oc2ccc3nncn3n2)cc1 do in these assays?
M. tuberculosis GlmU: -0.3%

Results for CC(=O)Nc1ccc(S(=O)(=O)N(C)CC(=O)OCC(=O)Nc2ccc3c(c2)OCO3)cc1 ?
Mtb RmlCD inh: -2; M. tuberculosis GlmU: 7.5%

How did COc1ccc(NC(=O)CN(C)S(=O)(=O)c2ccc3c(c2)CCC(=O)N3)c(OC)c1 do in these assays?
Mtb RmlCD inh: 8; M. tuberculosis GlmU: 0.9%

The list goes on; it opens with the 3 that closed the last part.
How did COC(=O)c1ccc(Oc2ccc3nncn3n2)cc1 do in these assays?
M. tuberculosis GlmU: -0.3%

Results for CC(=O)Nc1ccc(S(=O)(=O)N(C)CC(=O)OCC(=O)Nc2ccc3c(c2)OCO3)cc1 ?
Mtb RmlCD inh: -2; M. tuberculosis GlmU: 7.5%

How did COc1ccc(NC(=O)CN(C)S(=O)(=O)c2ccc3c(c2)CCC(=O)N3)c(OC)c1 do in these assays?
Mtb RmlCD inh: 8; M. tuberculosis GlmU: 0.9%

Results for N[C@@H](Cc1cc(I)c(O)c(I)c1)C(=O)O ?
M. tuberculosis GlmU: 25%

Results for CCOC(=O)/C(C#N)=N/Nc1ccccc1OC ?
Mtb RmlCD inh: 9; M. tuberculosis GlmU: -4.1%

Results for COCCCN(C(=S)Nc1ccc(C)cc1Cl)C(C)c1ccncc1 (configuration not stated) ?
Mtb RmlCD inh: 0; M. tuberculosis GlmU: 2.9%

Results for C/C(=N\N=C(/N)SC1CC(=O)N(c2ccc(Cl)c(Cl)c2)C1=O)c1cccs1 (configuration not stated) ?
Mtb RmlCD inh: -5; M. tuberculosis GlmU: -1.0%

How did Cc1c(C)n(C(=O)CSc2nccn2C)c2ccccc12 do in these assays?
M. tuberculosis GlmU: 4.9%

Results for COC(=O)C(Cc1ccccc1)NS(=O)(=O)c1ccc(F)cc1Br (configuration not stated) ?
Mtb RmlCD inh: -9; M. tuberculosis GlmU: 3.4%

What do the screens show for `CC(CCn1cccn1)NC(=O)c1cc(COc2ccc(F)cc2Cl)on1` (configuration not stated)?
M. tuberculosis GlmU: -1.2%

How did COc1ccc(OCCn2c(=O)sc3ccccc32)cc1 do in these assays?
Mtb RmlCD inh: 4; M. tuberculosis GlmU: 2.9%

Results for Cc1nn(Cc2ccc(Cl)c(Cl)c2)c(C)c1NC(=O)c1cc(C2CC2)on1 ?
M. tuberculosis GlmU: 6.5%

What do the screens show for `O=C(C1=C[C@H](c2ccc3c(c2)OCO3)C[C@H](OCCCCO)O1)N1CCN(Cc2ccccc2)CC1`?
M. tuberculosis GlmU: 3.3%

What do the screens show for `O=C(C1CCN(C2CCN(CC3CC=CCC3)CC2)CC1)N1CCOCC1` (configuration not stated)?
Mtb RmlCD inh: -5; M. tuberculosis GlmU: 1.9%

Results for CN(C)/C=C/C(=O)c1ccc(-c2ccc(Cl)cc2Cl)o1 ?
Mtb RmlCD inh: 13; M. tuberculosis GlmU: -4.5%

What do the screens show for `C/C(=N\Nc1nc(Nc2ccccc2)nc(N2CCOCC2)n1)c1cccs1`?
Mtb RmlCD inh: 4; M. tuberculosis GlmU: 3.3%

What do the screens show for `CCOC(=O)c1cc(C(=O)c2cc(F)ccc2O)coc1=N`?
Mtb RmlCD inh: 15

Results for Cc1cccc(N(C(=O)Cc2cccs2)C(C(=O)NC2CCCC2)c2ccsc2)c1 (configuration not stated) ?
Mtb RmlCD inh: 22; M. tuberculosis GlmU: -4.7%

Results for CC(=O)/C(=N/Nc1ccccc1Cl)Sc1nnc(C(O)c2ccccc2)n1-c1ccccc1 (configuration not stated) ?
Mtb RmlCD inh: 11; M. tuberculosis GlmU: -2.1%

In the list so far, 3 contain a cyano group.
Results for CC(C)(C)c1[nH]nc2c1C(c1ccc(OC(=O)c3ccco3)cc1)C(C#N)=C(N)O2 (configuration not stated) ?
M. tuberculosis GlmU: 3.2%

How did CN1CCN(C2=NC3(CCCC3)C(C#N)C(=O)N2)CC1 (configuration not stated) do in these assays?
Mtb RmlCD inh: -3; M. tuberculosis GlmU: -1.0%

Results for CCOC(=O)/C(C#N)=N/Nc1ccccc1OC ?
Mtb RmlCD inh: 9; M. tuberculosis GlmU: -4.1%

Some of these compounds in order of count of non-hydrogen atoms, rising.
Results for CN(C)/C=C/C(=O)c1ccc(-c2ccc(Cl)cc2Cl)o1 ?
Mtb RmlCD inh: 13; M. tuberculosis GlmU: -4.5%

Results for Cc1cccc(N(C(=O)Cc2cccs2)C(C(=O)NC2CCCC2)c2ccsc2)c1 (configuration not stated) ?
Mtb RmlCD inh: 22; M. tuberculosis GlmU: -4.7%

What do the screens show for `O=C(C1=C[C@H](c2ccc3c(c2)OCO3)C[C@H](OCCCCO)O1)N1CCN(Cc2ccccc2)CC1`?
M. tuberculosis GlmU: 3.3%
